# Rin1 Abl inh: blocks binding of human Rin1 to Abl | P00519+Q13671 | TR-FRET Rin1/Abl binding, biochemical | inhibition, % at 7.35 µM | actives 0.4% (n = 360,000); in the data active = inhibition above about 5%, passing the limit was not always enough
# Rpn11 block: blocks the human proteasome subunit Rpn11 | human 26S proteasome, Ub4-pepOG fluorescence polarization; 20S core pre-blocked with epoxomicin | calls only at 20 µM | actives 0.59% (n = 360,000) | AID 588493;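 active = inhibition at 20 µM, scaled to each plate's controls, above about 33%, limit read from the data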
# MT1-MMP act inh: MT1-MMP (human) activation inhibition | P50281 | HT1080 RFP-PRO-GFP cells, GFP/RFP ratio fluorescence, overnight; percent of plate control window, DMSO zero | GFP/RFP ratio change, % at 20 µM | actives 0.061% (n = 360,000) | AID 651647;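 active = GFP/RFP ratio change of at least 30% with cell ATP level not reduced by more than half and red fluorescence within 50% of control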; also: strong numbers were not always called active
#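 Material – HT1080 RFP-PRO-GFP cells · Control set – DMSO wells and RFP-L50D-GFP cells · Incubation – overnight cell settling, then overnight compound exposure, 37 °C, 5% CO2 · Compound dosing – single-point 20 µM compound, 1% DMSO · Read-out – GFP/RFP fluorescence ratio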
# bovine MsrA act: bovine methionine sulfoxide reductase A activation | activation, % at 10.6 µM | actives 0.3% (n = 360,000) | AID 602163 | purified bovine MsrA, absorbance read-out; in the data active = activation above about 7.5%;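 also: 0% = vehicle and 100% = reference activator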
# MsrA inhibitor: inhibitors of bovine MsrA | AID 651718 | purified bovine MsrA, absorbance read-out | inhibition, % at 15.5 µM | actives 0.75% (n = 360,000); in the data active = inhibition above about 4.5%;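 also: 0% = vehicle wells with enzyme and 100% = reference inhibitor wells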
# eLon inh: E. coli protease La inhibition; P0A9M0; purified E. coli Lon protease, fluorescence polarization; inhibition, % at 7.94 µM; actives 0.42% (n = 360,000); in the data active = inhibition above about 13%, passing the limit was not always enough;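 also: 0% = enzyme with probe and DMSO and 100% = no enzyme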
# CSN inh: inhibitors of human CSN-mediated cullin deneddylation. actives 0.38% (n = 360,000). Purified CSN, SCF-Nedd8-OG deneddylation, fluorescence polarization. AID 651999. inhibition, % at 12.5 µM. Q92905;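 active = pattern-corrected inhibition above about 35%, with an unprinted fluorescence ratio check between 0.5 and 1.5, limit read from the data, passing the limit was not always enough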;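 also: 0% = enzyme with substrate and 100% = substrate without enzyme; some results filed as inactive read as strong as hits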
# Target sequence (Q92905 whole entry, looked up, one chain of several): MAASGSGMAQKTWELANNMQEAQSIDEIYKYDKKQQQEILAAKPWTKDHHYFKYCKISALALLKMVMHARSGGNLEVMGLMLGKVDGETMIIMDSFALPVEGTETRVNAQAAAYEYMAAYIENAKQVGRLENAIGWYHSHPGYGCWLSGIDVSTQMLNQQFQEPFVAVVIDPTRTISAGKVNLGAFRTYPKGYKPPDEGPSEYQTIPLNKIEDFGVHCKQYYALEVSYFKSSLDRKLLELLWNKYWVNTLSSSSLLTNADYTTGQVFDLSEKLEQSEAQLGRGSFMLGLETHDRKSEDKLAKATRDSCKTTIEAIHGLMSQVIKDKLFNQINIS
#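 test system = HEK293T-derived human Csn5 enzyme | amount = 0.24 nM Csn5 enzyme, final concentration | medium = Tris/NaCl/DTT buffer, pH 7.5 | schedule = 90 min reaction at room temperature | signal = FP | evaluation = inhibition of Csn5 cleavage, % | compound dosing = single dose of 12.5 µM compound with 0.25% DMSO | probe or stimulus = 10 nM SCFSkp2-Nedd8OG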
# FAS-TE inh: inhibitors of human fatty acid synthase thioesterase domain; P49327; inhibition, % at 15 µM; actives 0.67% (n = 360,000); recombinant FAS-TE, OMFH fluorogenic substrate, fluorescence endpoint;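 active = compounds whose normalised, plate-corrected inhibition of enzyme fluorescence in the single-dose primary screen is 50% or more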;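 also: 0% = DMSO with enzyme and 100% = substrate without enzyme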
# PABP1 MLLE inh: inhibitors of microRNA-mediated deadenylation, human PABP1 MLLE binding. P11940. GST-MLLE / FITC-PAM2 fluorescence polarization. inhibition, % at 20 µM. actives 0.36% (n = 360,000). AID 588489; in the data active = inhibition above about 35%, passing the limit was not always enough;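 also: plate controls were DMSO wells with GST-MLLE for no effect and wells lacking GST-MLLE protein for full effect; some results filed as inactive read as strong as hits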
# Target sequence (P11940 whole entry, looked up): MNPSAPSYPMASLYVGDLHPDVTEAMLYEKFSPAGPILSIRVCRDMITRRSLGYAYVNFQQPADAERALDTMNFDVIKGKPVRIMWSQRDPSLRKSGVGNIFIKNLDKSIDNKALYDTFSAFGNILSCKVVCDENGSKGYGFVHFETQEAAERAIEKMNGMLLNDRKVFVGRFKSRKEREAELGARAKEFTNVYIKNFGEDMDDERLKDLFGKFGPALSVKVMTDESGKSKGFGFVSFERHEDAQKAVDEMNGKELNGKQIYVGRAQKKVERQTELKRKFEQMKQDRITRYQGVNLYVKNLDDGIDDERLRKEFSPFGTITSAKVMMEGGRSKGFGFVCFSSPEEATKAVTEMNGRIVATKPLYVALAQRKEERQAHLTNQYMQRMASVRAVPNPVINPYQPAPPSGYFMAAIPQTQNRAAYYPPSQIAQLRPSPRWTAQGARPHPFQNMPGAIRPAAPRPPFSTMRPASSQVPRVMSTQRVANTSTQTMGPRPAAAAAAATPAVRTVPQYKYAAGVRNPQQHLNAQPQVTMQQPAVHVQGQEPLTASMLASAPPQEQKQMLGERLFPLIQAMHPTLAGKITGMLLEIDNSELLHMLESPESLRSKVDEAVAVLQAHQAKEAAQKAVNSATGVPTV
# An asterisk follows results filed as active; i = inactive; / = no result given.
SMILES,Rin1 Abl inh,Rpn11 block,MT1-MMP act inh,bovine MsrA act,MsrA inhibitor,eLon inh,CSN inh,FAS-TE inh,PABP1 MLLE inh
O=[N+]([O-])c1cccc(S(=O)(=O)NCC2CC3CCC2C3)c1 (stereo not given),0,i,0,-2,-1.2,-5,3,8,7
COc1ccc(N2CCN(CCNC(=O)c3c(C)cc(=O)oc3C)CC2)cc1,-1,i,-10,-2,1.5,5,-1,4,11
CCc1ccc(-c2cc3c(=O)n(CC(=O)NCCN4CCCCC4C)nc(C)n3n2)cc1 (stereo not given),3,i,-3,-3,-0.4,-10,-4,-3,-6
COc1ccc(OC)c(CN2CCN(Cc3cc(=O)oc4cc(O)ccc34)CC2)c1,-6,i,-5,-2,2.1,8,-4,-4,-33
COc1ccc(N(CC(=O)N/N=C/c2ccc(OC3CSC3)cc2)S(=O)(=O)c2ccccc2)cc1,3,i,3,-4,0.1,-5,0,50*,-5
COc1cccc(CN(C)C(=O)C2CCN(S(=O)(=O)c3ccc(C)cc3)CC2)c1OC,0,i,-1,-8,1.2,-3,4,10,3
Cc1sc2ncnc(SCC(=O)N3c4ccccc4Sc4ccc(Cl)cc43)c2c1C,0,i,-10,2,0.9,2,-3,45,-18
Cc1oc(-c2ccoc2)nc1CN(Cc1ccccc1)CC1CC1,1,i,0,-7,0.5,5,5,-8,-2
CCOC(=O)/C(C)=C1\NC(C)(C)Cc2ccccc21,0,i,-4,-6,-0.7,1,4,-6,-18
CCOc1ccccc1N=Cc1c(O)c2ccccc2oc1=O,-2,i,-13,-3,-0.2,-3,2,-3,7
Cc1nc(C)c(-c2ccccc2)c(=O)[nH]1,-1,i,2,-1,-0.4,-2,-4,-10,4
COc1ccc(NC(=O)C[C@H]2C(=O)N(CCc3ccccc3)C[C@@H]2CSC)cc1,-1,i,3,-3,0.5,-4,3,-4,-10
CCOC(=O)c1sc2ncn(/N=C/c3ccc(O)cc3)c(=O)c2c1C,3,i,-1,-4,3.5,-3,1,6,-12
Cc1nn(-c2ccccn2)c2nc(-c3cccs3)cc(C(=O)N3CCOCC3)c12,-2,i,-3,-8,3.4,-15,2,-4,4
Cc1ccc(-c2nc3sc(C(N)=O)c(N)c3c3c2CCCC3)cc1,-10,i,0,-2,1.2,-4,0,12,6
S=C(NC1CCCCC1)c1ccc2c(c1)OCO2,-2,i,1,0,0.7,-6,9,6,22
COc1ccc(N2C(=O)CCC(C(=O)c3ccccc3)=C2C)cc1,2,i,1,-2,1.5,-5,0,-6,13
Cc1ccc(SCC(=O)N2N=CCC2c2ccccc2)cc1 (stereo not given),7,i,0,-10,1.8,-1,-8,7,1
CCOc1ccccc1NC(=O)COC(=O)CCOc1cc(C)ccc1C,2,i,4,1,1.5,0,-7,13,-7
CN1CCN(c2nc(Nc3ccccc3)nc(N)c2[N+](=O)[O-])CC1,-2,i,8,-3,0.7,3,-3,-6,-3
CCCOc1ccc(-c2csc3nc[nH]c(=O)c23)cc1,3,i,/,-12,-0.1,11,3,-2,-4
O=C(c1ccc(Cl)c(S(=O)(=O)N2CCCC2)c1)N1CCN(Cc2ccccc2)CC1,0,i,2,0,0.2,-4,-1,0,3
O=C1CCC(C(=O)N2CCc3ccccc3C2)CN1CCCN1CCOCC1 (stereo not given),-3,i,-4,-3,0.3,9,5,-2,6
Cc1ccn2c(Nc3ccccc3C)c(-c3ccccn3)nc2c1,-1,i,-3,-3,2.0,0,-3,12,4
CNC(=O)c1ccc(Nc2nnc(-c3ccc(C)c(S(N)(=O)=O)c3)c3ccccc23)cc1,-3,i,6,-2,2.6,-8,2,-1,-10
# Going on with the list:
SMILES,Rin1 Abl inh,Rpn11 block,MT1-MMP act inh,bovine MsrA act,MsrA inhibitor,eLon inh,CSN inh,FAS-TE inh,PABP1 MLLE inh
CCCn1c(NC(=O)CCNC(=O)c2ccccc2Cl)nc2ccccc21,2,i,-1,-5,-0.7,2,1,-2,0
COC(=O)c1ccc(CNC(=O)C(C)N=C2NS(=O)(=O)c3ccccc32)cc1 (stereo not given),0,i,-1,-3,-0.8,-5,-2,-5,-5
O=C(NC1CCCCC1)C1CC(=O)N(c2ccccc2)C1 (stereo not given),4,i,2,-6,0.1,-1,3,-4,8
C/C(=N/NC(=O)c1cc(C(C)C)[nH]n1)c1cccs1,-1,i,1,-3,2.2,-7,2,-4,22
CCOc1cc(N2CCOCC2)c(OCC)cc1NC(=O)CN1C(=O)NC(C)(C2CC2)C1=O (stereo not given),2,i,-1,-4,-1.1,3,-5,-8,-18
N#C/C(=C/c1ccc(-c2ccc(S(N)(=O)=O)cc2)o1)c1nc2ccccc2s1,-5,/,-113,-7,1.9,-384,-95,-136,-109
CCN1C(=O)c2cccc3c(S(=O)(=O)Nc4ccccc4)ccc1c23,4,i,12,-8,/,-4,-1,0,-6
CC1(Cc2cccc(C#N)c2)C(=O)Nc2c(Cl)cccc21 (stereo not given),3,i,1,-5,1.2,-3,-2,-3,-2
Cc1ccc(NC2=CC(=O)CC(C)(C)C2)c(N)c1,-1,i,-35,-11,1.7,79*,-12,-16,6
COc1ccc2[nH]c(=O)c(C(c3nnnn3CC3CCCO3)N3CCCCC3)cc2c1 (stereo not given),1,i,-2,2,0.1,-8,-1,-4,-8
O=C(COc1ncnc2sccc12)NC1CCS(=O)(=O)C1 (stereo not given),1,i,-3,-8,0.2,-1,-4,-9,-26
CN(C)CCCN(C(=O)c1ccc2c(c1)OCCO2)c1nc2cc3c(cc2s1)OCO3,2,i,-5,-4,1.5,-2,1,-4,-2
Cc1cccc(C(=O)OCC(=O)NCC(C)C)c1O,0,i,0,-5,0.8,-6,7,-2,13
COc1ccc(Oc2nc(C)cc(C)c2C#N)cc1,1,i,0,0,1.1,-9,0,10,5
O=C(/C=C/Nc1cccc(O)c1)c1ccccc1,-3,i,-21,-4,2.0,-14,5,-8,-9
Cc1nc2c(sc(=S)n2Cc2ccco2)c(=O)n1CC(=O)Nc1cc(F)ccc1F,-3,i,2,-4,0.3,0,5,17,-1
CC(C)(C)OC(=O)N1CCC(NC(=O)c2[nH]cnc2C(=O)Nc2ccccc2F)CC1,-6,i,4,-2,-0.6,4,3,4,4
Cc1cc(C(F)F)n2nc(C(=O)Nc3sc4c(c3C#N)CCC(C)C4)nc2n1 (stereo not given),1,i,2,-7,0.1,-9,-6,0,-50
Cc1cc(NC(=O)CC(F)(F)F)n(-c2ccccc2)n1,0,i,2,-4,-0.7,6,4,-10,-8
CSc1ccc(CN(C)CC(=O)Nc2ccc(NC(C)=O)cc2)cc1,-1,i,-9,1,-0.2,4,-6,-1,-20
CC(=O)c1ccc(-n2nnnc2SCC(=O)N2CCc3ccccc3C2)cc1,-5,i,-3,-1,-1.7,6,-4,8,-22
COc1ccc(S(=O)(=O)N(C)C[C@@H]2Oc3c(NS(C)(=O)=O)cccc3C(=O)N([C@@H](C)CO)C[C@H]2C)cc1,2,i,4,-4,-0.9,-6,-1,-6,-3
CCNc1nc(Oc2ccc(=O)n(C)n2)nc(N2CCOCC2)n1,-3,i,8,-2,-1.0,3,1,-4,12
COc1ccc(C(=O)NCc2nnc(SCC(=O)Nc3cccc(C(F)(F)F)c3)o2)cc1OC,-3,i,2,-4,-0.9,-3,-2,-7,1
COc1ccc(OC(C)C(=O)Nc2ccccc2C(F)(F)F)cc1 (stereo not given),0,i,4,-4,-0.8,1,3,-2,-4

# In the list so far, three contain a CF3 group:
SMILES,Rin1 Abl inh,Rpn11 block,MT1-MMP act inh,bovine MsrA act,MsrA inhibitor,eLon inh,CSN inh,FAS-TE inh,PABP1 MLLE inh
Cc1cc(NC(=O)CC(F)(F)F)n(-c2ccccc2)n1,0,i,2,-4,-0.7,6,4,-10,-8
COc1ccc(C(=O)NCc2nnc(SCC(=O)Nc3cccc(C(F)(F)F)c3)o2)cc1OC,-3,i,2,-4,-0.9,-3,-2,-7,1
COc1ccc(OC(C)C(=O)Nc2ccccc2C(F)(F)F)cc1 (stereo not given),0,i,4,-4,-0.8,1,3,-2,-4

# (more compounds)
SMILES,Rin1 Abl inh,Rpn11 block,MT1-MMP act inh,bovine MsrA act,MsrA inhibitor,eLon inh,CSN inh,FAS-TE inh,PABP1 MLLE inh
COc1ccccc1C(=O)Nc1ccc2c(c1)OCO2,1,i,-1,-3,-0.9,-4,3,-5,-6
COCCn1nnnc1C(c1ccc(Cl)cc1)N1CCSCC1 (stereo not given),0,i,0,-2,2.3,0,2,-1,-1
O=C1C(Cl)=C(Nc2ccc(O)cc2)C(=O)c2ccccc21,-9,i,6,9.2*,17*,7,2,1,-1
CC(C)(C)c1nn2cnnc2n(/N=C/c2ccccc2)c1=O,-2,i,-2,-5,1.2,-5,-6,-12,15
O=C(OCC(=O)N1CCOCC1)c1cc(F)c(F)cc1Cl,0,i,-1,-1,2.0,-3,2,1,2
CCOC(=O)Cn1c2ccccc2c2nc(C)sc21,-2,i,3,-1,-0.4,-7,-2,-6,5
COc1cc(/C=C/c2cccc[n+]2C)ccc1OCC(=O)Nc1cccc(Cl)c1,-4,i,-8,1,2.0,8,2,-2,-121
C=C(C)CN1C(=O)C(O)(CC(=O)c2ccc3c(c2)OCCO3)c2ccccc21 (stereo not given),-3,i,2,1,-0.7,7,-3,-5,1
Nc1cc(=O)[nH]c(SCC(=O)Nc2cccc([N+](=O)[O-])c2)n1,-3,i,1,-3,0.5,-2,5,4,9
COc1cccc(C(C)=NNc2ccc([N+](=O)[O-])cc2[N+](=O)[O-])c1OC,0,i,12,0,-0.8,-10,2,14,-4
Cc1ccc(Nc2nnc(SCC(=O)NCCN3C(=O)CSC3=O)s2)cc1C,-1,i,-4,-2,-1.0,2,-1,-5,-83
O=C(N/N=C/c1cc(Br)cc(Br)c1O)c1cccc(S(=O)(=O)N2CCOCC2)c1,-1,/,-1,-6,0.7,-2,97,26,-100
NC(=O)c1ccsc1NC(=O)COC(=O)[C@@H]1CCCN1C(=O)c1cccs1,3,i,-2,-2,-0.4,-28,2,-8,-3
CC1CCN(C(=O)c2ccc(NS(C)(=O)=O)cc2)CC1,-2,i,-6,-2,2.1,-1,-4,26,-45
O=C(Cc1ccc([N+](=O)[O-])cc1)Nc1ccc2c(c1)OCO2,4,i,3,-3,1.4,1,4,44,0
CC(NC(=O)c1ccc2ccccc2n1)c1ccc(S(N)(=O)=O)cc1 (stereo not given),2,i,-3,-3,-0.2,1,4,-3,21
Cc1cccc(NC(=S)NCc2ccc3[nH]c4c(c3c2)CCCC4)c1,-3,i,2,-1,1.8,2,4,13,-56
COC(=O)c1ccc(Cl)c(NC(=O)CN2CCN(Cc3ccccc3)CC2)c1,0,i,1,-3,1.0,0,-2,1,3
COc1ccc(/C=C2\N=C(C)OC2=O)cc1OC,1,i,5,-1,2.3,5,-3,2,5
COc1ccc(S(=O)(=O)N2CCCCC2c2cc(C(=O)NC(C)C)no2)cc1 (stereo not given),1,i,2,0,0.5,3,2,-4,0
O=C(CN1CCCCC1)Nc1ccc(NC(=O)c2ccccc2Cl)cc1Cl,3,i,-1,-7,-0.3,-5,1,12,-3
CCN(C(=O)CSc1ncnc2sc(C)c(C)c12)C1CCS(=O)(=O)C1 (stereo not given),-5,i,2,-6,0.9,7,-3,0,-9
O=C(CCCC(=O)OCC(F)(F)C(F)F)Nc1nccs1,0,i,1,-3,1.0,-10,5,-8,7
O=C(CCc1nnc(Cc2ccc(-c3ccccc3)cc2)o1)NCCc1ccccn1,3,i,7,-6,0.0,-4,1,-1,7
